Screens from PubChem.
mcGAS inh – cyclic GMP-AMP synthase inhibitors, mouse, primary biochemical chemiluminescence. Q8C6L5. recombinant cGAS, Kinase-Glo ATP depletion luminescence. inhibition, % at 12.5 µM. actives 0.15% (n = 160,000);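 note: 0% = negative control wells and 100% = reference inhibitor with no enzyme activity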
NPYLR7 ag – agonists of mosquito NPYLR7 receptor, primary screen, cell-based, Aedes aegypti, calcium fluorescence, mosquito biting behavior | Aedes aegypti neuropeptide Y-like receptor 7 (NPYLR7) | AID 1259423, 2018 | activation, % at 10 µM | HEK293T NPYLR7/Galpha15, GCaMP6s calcium fluorescence | actives 0.15% (n = 270,000); in the data active = activation above about 40%;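 note: 0% = vehicle and 100% = reference agonist at the receptor; some compounds past the cut are filed as inactive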
hcGAS lum – Primary biochemical luminescence assay for human cyclic GMP-AMP synthase inhibitors; recombinant h-cGAS, ATP depletion, Kinase-Glo luminescence; inhibition, % at 12.5 µM; actives 0.081% (n = 290,000); AID 1259398, 2018;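 note: 0% = vehicle reaction and 100% = reaction without DNA for no activity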
Target sequence (Q8N884 whole entry, looked up): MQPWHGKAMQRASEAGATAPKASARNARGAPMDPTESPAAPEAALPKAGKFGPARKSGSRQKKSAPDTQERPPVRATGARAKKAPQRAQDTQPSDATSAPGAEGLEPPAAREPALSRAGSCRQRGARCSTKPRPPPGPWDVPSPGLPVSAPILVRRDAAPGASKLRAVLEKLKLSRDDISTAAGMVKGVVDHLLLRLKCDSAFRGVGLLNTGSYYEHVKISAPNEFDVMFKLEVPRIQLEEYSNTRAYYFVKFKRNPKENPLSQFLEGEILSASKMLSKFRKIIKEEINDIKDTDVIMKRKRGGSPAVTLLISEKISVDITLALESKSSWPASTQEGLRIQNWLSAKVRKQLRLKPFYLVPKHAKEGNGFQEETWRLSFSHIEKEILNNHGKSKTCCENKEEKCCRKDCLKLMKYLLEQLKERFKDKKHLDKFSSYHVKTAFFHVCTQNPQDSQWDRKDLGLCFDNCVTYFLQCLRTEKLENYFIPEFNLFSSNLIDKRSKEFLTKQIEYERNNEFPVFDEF
The depositor's hits bear a star; . = not tested or not shown; & = joins results of further samples. Cut-off read from the data, not from the text of the source, unless noted: active = inhibition above about 40%; inactive = the rest.

SMILES	mcGAS inh	NPYLR7 ag	hcGAS lum
Cc1nccc(CNS(=O)(=O)N(C)Cc2ccc(Cl)cc2)n1	.	1	-13
CC(NS(=O)(=O)c1cc(C(=O)O)cs1)c1ccc(S(C)(=O)=O)cc1 (stereo not given)	.	2	3
O=C1c2cccnc2OC2(CCCC2)CN1Cc1ccccc1	-7	3	-6
O=C(NN=Cc1ccc([N+](=O)[O-])o1)c1ccco1	.	6	-1
CC(C)(C)c1ccc(COc2coc(CN3CCN(C(=O)C4COc5ccccc5O4)CC3)cc2=O)cc1 (stereo not given)	-9	19	-10
O=C1CCC(c2ccc(NC(=O)c3cccc(Cl)c3)cc2)=NN1	.	-2	-1
Cn1c(=NC(=O)C2=COCCO2)sc2cc(F)cc(F)c21	-5	0	-5
COc1cccc(C(=O)Cn2cnc3c2c(=O)n(C2CC2)c(=O)n3-c2ccccc2Cl)c1	-2	.	-2
CCS(=O)(=O)N(C)Cc1nn(-c2ccc(C)cc2)c2c1CN(Cc1ccc(F)cc1)CC2	-3	.	-3
O=C1c2ccccc2C(=O)N1CCCCN(C(=O)Cc1ccccc1)c1ccc(Cl)cc1	.	-1	-5
Cc1cc(C(=O)NC(CCn2cncn2)c2ccccc2)nc(C)n1 (stereo not given)	.	23	-10
O=C(NCCCc1ccccc1)c1cccnc1Oc1cccc([N+](=O)[O-])c1	-3	-17	-7
O=C(COc1cccnc1)NCc1cccnc1-n1cnc2ccccc21	-17	.	-2
COc1ccc(Cl)c2sc(N(CCCN(C)C)C(=O)c3cc(C)on3)nc12	2	14	12
COc1ccccc1NS(=O)(=O)c1cccc(NC(=O)CC2CC3CCC2C3)c1 (stereo not given)	.	1	2
c1cc(-c2ccc(SCCN3CCCCC3)nn2)ccn1	.	9	-7
COc1ccc(NC(=O)N2CCc3ccccc3C2c2ccc(C)cc2)cc1OC (stereo not given)	-4	1	0
Nc1ccn(C2O[C@H](CO)[C@@H](O)[C@@H]2O)c(=O)n1 (stereo not given in full)	.	-7	-3
N#Cc1ccc(OCc2ccc(/C=N\NC(=O)C3CCCCC3)o2)cc1	.	0	-5
COc1ccc2nc(-n3nc(C)cc3NC(=O)c3ccc4c(c3)OCO4)sc2c1	-13	-7	-10
CO/N=C1/CN(c2nc3c(cc2F)c(=O)c(C(=O)O)cn3C2CC2)CC1CN (stereo not given)	.	1&-29	-1&5
COCCNC(=O)NC(=O)N(C1CCCCC1)S(C)(=O)=O	.	18	-11
O=C1CSC(c2ccc(F)c(F)c2)N1c1cccc(F)c1 (stereo not given)	-1	-4	-2
CC(NCc1nc(C(C)(C)C)no1)c1ccccc1Cl (stereo not given)	-9	11	-11
COCCNC(=S)NN=Cc1ccsc1	.	-1	-8
CCOC(=O)N1CCC(NC(=O)C2CCCN(S(C)(=O)=O)C2)CC1 (stereo not given)	-5	.	-5
O=C(Cn1nnnc1CN1CCCC1)NCC1(N2CCOCC2)CCCC1	.	7	-4
CCOCCn1c(=O)c2c(nc3n2CCCN3c2cccc(Cl)c2)n(C)c1=O	.	5	6
O=S(=O)(Oc1ccc(-c2nc3ccccn3c2NC2CCCCC2)cc1)c1cccc2ccccc12	-6	7	-1
CCc1nc(C)sc1CNC(=O)c1cc2n(n1)CCCNC2	-12	2	-7
C=CCn1c(SCC(=O)CC(=O)OCC)nc2sc(CC)cc2c1=O	1	-10	0
CCOC(=O)c1c(NC(=O)CCl)sc(C)c1CC	1	-4	-1
COc1ccc(Cl)c2sc(N(CCCN(C)C)C(=O)c3ccno3)nc12	.	0	0
Cc1onc(-c2ccccc2)c1C(=O)Nc1ccc(N(C)C)cc1	-6	2	-5
NC1(C(=O)O)CCN(Cc2ccc(Oc3ccccc3)nc2)C1 (stereo not given)	-10	.	-2
O=C(NCC1OCCc2ccccc21)c1cn(CCN2CCOCC2)nn1 (stereo not given)	-3	4	-2
CC(Sc1nnc(-c2cc3ccccc3[nH]2)n1-c1ccccc1)C(N)=O (stereo not given)	0	-3	2
CCC(C(=O)O)n1nc(C)n2c(cc3sccc32)c1=O (stereo not given)	2	-10	8
COC(=O)c1ccc(NC(=O)CSc2nccn3nc(-c4ccccc4OC)cc23)cc1	-1	1	-4
COc1ccc2oc(=O)n(C3CCN(C(=O)CC(C)C)CC3)c2c1	-4	-11	2
COc1ccc(C(=O)NCCc2nnc3ccccn23)cc1	-1	2	-1
COC(=O)NCCN(C(=O)OC)C(=O)c1cc2ccccc2oc1=O	-3	-1	-8
O=C(NCc1cccnc1)c1ccc(SCc2ccccc2)nc1	-2	-9	-3
CC1=NC2=C(C(=O)CC(c3ccccc3)C2)C(c2ccc(C)cc2)C1C(=O)OC1CCCCC1 (stereo not given)	-6	-13	-3
Cc1ccc(OCC(=O)n2cnnc2N)c(Br)c1	.	10	2
Nc1cc(-c2cccc(C(F)(F)F)c2)nn1-c1ccc(C(=O)Nc2ccccc2)cc1	.	-6	-9
Cc1nnc(-c2cc3ccccc3n2Cc2ccc(F)cc2)o1	-2	-11	3
COCCNC(=O)c1nn(-c2cccc(OC)c2)c(=O)n(Cc2cccc(C)c2)c1=O	-7	1	0
COc1ccccc1C1CN(CC(=O)NCc2cccc(C)n2)Cc2ccccc2O1 (stereo not given)	-4	-2	-1
CCNC(=O)N1CC(C)(C)SC12C(=O)N(Cc1ccccc1C)c1ccc(Cl)cc12 (stereo not given)	1	-7	2
Additional structures
SMILES	mcGAS inh	NPYLR7 ag	hcGAS lum
COc1ccccc1C(=O)C1CCCN(C(=O)Cc2cc(=O)oc3cc(C)ccc23)C1 (stereo not given)	.	5	-12
Cc1ccc2ccccc2c1CN1CCN(c2ncnc3sc(C)c(C)c23)CC1	.	11	-9
Cc1nc2c(c(=O)[nH]1)CCN(C(=O)c1ncccc1O)C2	.	4	-5
C(=N/Nc1nc(-c2ccccc2)c2ccccc2n1)/c1nc2ccccc2[nH]1	-5	-15	-2
COc1ccc(N2C(=O)c3ccccc3NC2c2ccc3c(c2)c2ccccc2n3C)cc1 (stereo not given)	-5	-5	-9
O=C(c1ccco1)N(Cc1cccs1)C1CCS(=O)(=O)C1 (stereo not given)	.	-2	-5
COc1cccc(C2c3[nH]c4ccccc4c3CCN2C(=O)C2=CCCC2)c1OC (stereo not given)	-10	7	-8
O=C(NC1CCCCC1)c1ccc(Br)c(S(=O)(=O)N2CCCCC2)c1	-8	5	6
O=C(NC1c2ccccc2CCC1n1ccnc1)c1cc(Cl)cc(Cl)c1 (stereo not given)	.	0	-4
CCOc1ccc(NC(=O)N2CCc3cc(OC)c(OC)cc3C2CNC(=S)Nc2cccc(C)c2)cc1 (stereo not given)	2	0	-2
CCOC(=O)C1(Cc2ccccc2Cl)CCN(Cc2ccccc2O)CC1	.	9	1
c1ccc(NC2CCCN(Cc3cccn3-c3ccccn3)C2)cc1 (stereo not given)	.	-5	-2
CCOC(=O)c1ccc(NC(=O)CSc2nnc(NC(=O)c3ccccc3)s2)cc1	.	-8	-4
Cc1cc(C(=O)NNC(=O)CCC(=O)c2cccs2)c(C)o1	-2	0	-1
Cc1cccc(C(=O)N(CCN2CCOCC2)c2nc3c(F)cc(F)cc3s2)c1	.	10	-6
CCOC(=O)C(=O)N1CCN(CC(OCc2ccc(C)cc2)c2cccc(OC)c2)CC1 (stereo not given)	-8	.	-7
O=C(c1cc2cccnc2n(-c2ccc(F)cc2)c1=O)N1CCC(O)(Cc2ccccc2)CC1	-5	-1	-7
Cc1cc(C(O)c2ncc(-c3cccc(F)c3)[nH]2)ccc1F (stereo not given)	.	1	-12
Cc1ccc(S(=O)(=O)N(C)CC(=O)OC(C)C(=O)NC2CC2)cc1 (stereo not given)	.	1	-8
COc1ccc(CNc2nnc(SC(C)C#N)s2)cc1 (stereo not given)	.	-2	-6
FC(F)Sc1ccc(NC(=S)N2CCCC2)cc1	.	1	-6
Cc1noc(C)c1S(=O)(=O)NC(=O)C1(C)CCN1C(=O)Cc1ccc(Cl)cc1Cl (stereo not given)	.	6	-4
COCCCN1C(=O)N(Cc2ccc(OC)cc2)C(=O)C12CCN(Cc1cc3ccccc3[nH]1)CC2	-8	21	-30
Cc1nc(C(=O)NC(c2ccccc2)c2nnc(N)s2)cs1 (stereo not given)	-7	2	-6
COc1cc(CNC(=O)c2cccc3cccnc23)ccc1OC(F)F	.	2	-5
CN(C)CCN(Cc1c(-c2ccccc2)noc1N1CCc2ccccc2C1)C(=O)C1CCCC1	-10	.	-5
CCCCc1ccc(N=C2NN=C(c3ccc4c(c3)CC(=O)N4)CS2)cc1	-13	2	2
O=C(Nc1ccnn1C1CCN(C(=O)c2ccc3c(c2)OCO3)CC1)C1CC1	.	2	-9
O=c1c2ccccc2nc(SCc2ccc([N+](=O)[O-])cc2)n1-c1cccnc1	.	-6	-7
CCC(C)N(Cc1csc(COc2ccccc2C(C)C)n1)C(=O)Cc1ccccc1 (stereo not given)	-3	6	-2

14 entries from above, reformatted:
SMILES | mcGAS inh | NPYLR7 ag | hcGAS lum
Cc1cc(C(=O)NNC(=O)CCC(=O)c2cccs2)c(C)o1 | -2 | 0 | -1
Cc1cccc(C(=O)N(CCN2CCOCC2)c2nc3c(F)cc(F)cc3s2)c1 | . | 10 | -6
CCOC(=O)C(=O)N1CCN(CC(OCc2ccc(C)cc2)c2cccc(OC)c2)CC1 (stereo not given) | -8 | . | -7
O=C(c1cc2cccnc2n(-c2ccc(F)cc2)c1=O)N1CCC(O)(Cc2ccccc2)CC1 | -5 | -1 | -7
Cc1cc(C(O)c2ncc(-c3cccc(F)c3)[nH]2)ccc1F (stereo not given) | . | 1 | -12
Cc1ccc(S(=O)(=O)N(C)CC(=O)OC(C)C(=O)NC2CC2)cc1 (stereo not given) | . | 1 | -8
COc1ccc(CNc2nnc(SC(C)C#N)s2)cc1 (stereo not given) | . | -2 | -6
FC(F)Sc1ccc(NC(=S)N2CCCC2)cc1 | . | 1 | -6
Cc1noc(C)c1S(=O)(=O)NC(=O)C1(C)CCN1C(=O)Cc1ccc(Cl)cc1Cl (stereo not given) | . | 6 | -4
COCCCN1C(=O)N(Cc2ccc(OC)cc2)C(=O)C12CCN(Cc1cc3ccccc3[nH]1)CC2 | -8 | 21 | -30
Cc1nc(C(=O)NC(c2ccccc2)c2nnc(N)s2)cs1 (stereo not given) | -7 | 2 | -6
COc1cc(CNC(=O)c2cccc3cccnc23)ccc1OC(F)F | . | 2 | -5
CN(C)CCN(Cc1c(-c2ccccc2)noc1N1CCc2ccccc2C1)C(=O)C1CCCC1 | -10 | . | -5
CCCCc1ccc(N=C2NN=C(c3ccc4c(c3)CC(=O)N4)CS2)cc1 | -13 | 2 | 2

Continued:
SMILES	mcGAS inh	NPYLR7 ag	hcGAS lum
COC(=O)c1sccc1S(=O)(=O)N1CCCC1c1ccc(C)cc1 (stereo not given)	-7	10	-6
Cc1ccc2c(c1)NC(c1cccc([N+](=O)[O-])c1)C1C(=O)CC(C)(C)CC1=N2 (stereo not given)	-7	0	-3
O=S(=O)(Nc1nc2ccccc2nc1-[n+]1ccccc1)c1cccs1	.	7	-5
O=C(N/N=C\c1c[nH]c2ccccc12)c1cc(-c2cc(Cl)cc(Cl)c2)n[nH]1	-9	0	-7
Cc1cccc(-n2ccnc2SCC(=O)Nc2sccc2C#N)c1	4	1	9
CCCCNc1c(N)n(CCC)c(=O)[nH]c1=O	.	2	-7
CCOC(=O)N1CCN(C2CCCN(C(=O)c3cc(C)nc(C)n3)C2)CC1 (stereo not given)	.	7	-7
CCOC(=O)C(C)(C)c1ccc(OC)cc1	.	-4	-16
CC(C)(C)S(=O)(=O)Cc1ccc(N)cc1	.	7	-4
Cc1noc(C)c1CN(C)Cc1nc[nH]c1C	.	7	-5
CCOc1ccccc1-n1c(=O)[nH]c2c(C(N)=O)nc(-c3cccc(OC)c3)nc21	.	-5	-1
Nc1nc(Cl)cc(NCc2cc(-c3ccccc3)on2)n1	.	-1	-3
CCOC(=O)c1cc(-c2ccc(N3CCN(C(=O)[C@@H]4C[C@H]4c4ccccc4)CC3)cc2)n(-c2ccc(OC)cc2)n1	-4	16	-2
CC(=O)C(C)Sc1nc2c(c(=O)n(C)c(=O)n2C)n1Cc1ccccc1Cl (stereo not given)	.	18	-12
COC(=O)C1C(=N)OC2=C(C(=O)CCC2)C1c1cccc(F)c1 (stereo not given)	-1	0	-6
NC(CNS(=O)(=O)c1ccccc1Cl)c1ccccc1 (stereo not given)	-10	-5	-6
Cc1ccc(C(=O)N(Cc2cccnc2)c2nc3cc4c(cc3s2)OCO4)cc1	-8	-8	-5
Cc1ccc2nc(-c3ccccc3)oc(=O)c2c1	-4	1	6
O=C(NNc1ncccn1)c1cccc2c1OCCO2	-15	3	-4
CCC(C)Sc1ccc(NC(=O)C(C)S(=O)(=O)C(C)C)c(C)c1 (stereo not given)	.	4	-10
O=C(c1cccc(-c2nc3ccccc3[nH]2)c1)N1CC[C@H]2CC[C@@H](C1)N2	.	2	-1
Cc1cc(/C=C/C(=O)N2CSCC2C(=O)N2CCCC2)c(C)n1-c1ccccc1 (stereo not given)	.	1	-9
CCc1cccc2c(C(CC(=O)NCCN(C)C)c3ccccc3Cl)c[nH]c12 (stereo not given)	-3	18	-1
CC1ON=C(c2ccco2)N(Cc2ccc(S(C)(=O)=O)cc2)C1=O (stereo not given)	.	5	-3
Cn1cc(-c2ccc(C(=O)N3CCC(CN4CCCC4=O)CC3)cn2)cn1	-6	3	-1
O=C1CCC2(CCCO2)CCN1Cc1noc(-c2ccco2)n1 (stereo not given)	-13	.	-9
